Screening data: PubChem BioAssay, National Center for Advancing Translational Sciences (NCATS)
p53 reactivator – qHTS assay for re-activators of p53 using a Luc reporter; AID 504706, 2011; 320,000 compounds, 0.063% hits; H1299 p53-A138V BP100-luciferase reporter, luminescence, 24 h; Potency, µM (top dose mostly 92.2 µM), without a hit: top-dose activity change, positive = activation, most hits filed as activators; further: potency means the concentration at half of the fitted maximal effect; % of control where 0% means no effect; nearly all actives have a fitted effect of over 45% in size
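p53-null H1299 cells stably carrying temperature-sensitive p53-A138V and a BP100-luciferase reporter were pinned with compounds (4-point, 1:5 series) and held 24 hrs at 37 deg C. Luminescence was read 10 min after detection reagent.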
uPA generation – qHTS for Inhibitors of Cell Surface uPA Generation. cell surface uPA generation assay, qHTS. Potency, µM (doses to about 38.3 µM), without a hit: at the highest dose activity change, negative = inhibition, most hits filed as inhibitors. 330,000 compounds, 0.31% hits. AID 540303, 2011; active means well fitted inhibition curve with a large enough effect; inconclusive means small, poorly fitted or top-dose-only effect; inactive means no such curve, though single readings can be large or run the other way; tested in mouse RAW 264.7 cells; further: potency means the concentration at half of the fitted maximal effect; on the % scale 0 is the no-effect control and ±100 the full control effect; nearly all actives have a fitted effect of over 55% in size
Eya2 phos inh – qHTS Assay for Inhibitors of the Phosphatase Activity of Eya2; Protein phosphatase EYA2 (Homo sapiens), O00167; Potency, µM (series often up to 76.9 µM), without a hit: at the top dose activity, negative = inhibition, most hits filed as inhibitors; recombinant Eya2, OMFP fluorescence dephosphorylation (OMFP is methylfluorescein phosphate); 330,000 compounds, 0.006% hits; further: potency means the concentration at half of the fitted maximal effect; on the % scale 0 is the no-effect control and ±100 the full control effect
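Eya2 protein (added as 0.2 uM solution) was preincubated with compound for 10 min at ambient temperature in 50 mM HEPES pH 7.5, 50 mM NaCl, 5 uM MgCl2, 0.05% BSA, 1 mM DTT. OMFP (added at 50 uM) then reacted 10 min; fluorescence read at 485/525 nm.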
BRCA1 expr act – qHTS Assay to Identify Small Molecule Activators of BRCA1 Expression. MCF7-BRCA1-FFLuc reporter, luminescence, 48 h; response scale: scaled: vehicle 0%, 10 µM genistein 100%. Potency, µM (top dose mostly 46.1 µM), for inactives: at the highest dose activation, hits mostly activators. 380,000 compounds, 1.1% hits. AID 624202, 2012; further: potency means the concentration at half of the fitted maximal effect; nearly all actives have a fitted effect of over 80% in size; some results filed as inactive show a strong effect at the top dose
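Luminescence from a BRCA1-driven firefly luciferase in MCF7 cells was the read-out, taken 15 min after substrate addition following 48 h compound exposure at 37 °C. Data were normalized to a 10 microM genistein control and DMSO vehicle.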
Integrin act MD – qHTS for Activators of Integrin-Mediated Alleviation for Muscular Dystrophy; alpha7betagal myoblasts, beta-gal FDG fluorescence, 48 h; Potency, µM (highest dose often 38.3 µM), without a hit: top-dose activation, hits mostly activators; 350,000 compounds, 0.064% hits; AID 624291, 2012;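 further: potency means the concentration at half of the fitted maximal effect; 100% = response of the positive control SU9516; nearly all actives have a fitted effect of over 60% in size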
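alpha7betagal+/- myoblasts (passage 13, 250/well) treated 48 h at 37C with compounds at 1:260 dilution of DMSO stock. Lysed, then beta-galactosidase activity read as FDG fluorescence (ex 480/em 540) after 30 min, with pre-read for autofluorescence.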
USP2a inh – qHTS Assay for Inhibitors of Ubiquitin-specific Protease USP2a Using CHOP2 as the Reporter; Ubiquitin carboxyl-terminal hydrolase 2 (Homo sapiens), O75604; Potency, µM (highest dose often 38.3 µM), inactives show at the highest dose activity change, negative = inhibition, hits mostly inhibitors; AID 463254, 2010; 330,000 compounds, 0.01% hits; USP2 core, Ub-CHOP2 coupled fluorogenic reporter, 485/531;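 further: potency means the concentration at half of the fitted maximal effect; plate controls were DMSO wells for no effect and full inhibition by NEM control for full effect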
Target sequence (O75604 whole entry, looked up): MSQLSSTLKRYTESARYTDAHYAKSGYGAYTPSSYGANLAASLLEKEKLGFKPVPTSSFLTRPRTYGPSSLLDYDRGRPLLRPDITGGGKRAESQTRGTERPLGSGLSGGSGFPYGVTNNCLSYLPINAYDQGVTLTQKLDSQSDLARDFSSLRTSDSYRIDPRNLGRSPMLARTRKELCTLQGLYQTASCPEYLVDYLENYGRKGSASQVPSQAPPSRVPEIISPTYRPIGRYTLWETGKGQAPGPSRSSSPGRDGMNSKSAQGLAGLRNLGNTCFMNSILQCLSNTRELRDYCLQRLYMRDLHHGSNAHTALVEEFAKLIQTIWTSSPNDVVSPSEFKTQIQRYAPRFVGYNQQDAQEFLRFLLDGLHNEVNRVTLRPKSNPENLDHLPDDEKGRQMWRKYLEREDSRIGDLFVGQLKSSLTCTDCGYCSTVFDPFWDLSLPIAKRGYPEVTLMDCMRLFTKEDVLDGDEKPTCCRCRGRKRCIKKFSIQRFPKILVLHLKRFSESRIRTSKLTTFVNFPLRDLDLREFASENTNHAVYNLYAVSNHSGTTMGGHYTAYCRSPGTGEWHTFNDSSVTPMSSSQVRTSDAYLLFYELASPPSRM
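Cell-free coupled assay: 10nM USP2 core preincubated 30min RT with compound in Tris-HCl pH 8.0/CaCl2/CHAPS buffer, then 25nM Ub-CHOP2 and 25nM reporter substrate; fluorescence (Ex 485/Em 531) read after 60min RT, normalized to NEM inhibition, concentration-response curves fitted.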
ELG1 genotox – qHTS screen for small molecules that induce genotoxicity in human embryonic kidney (HEK293T) cells expressing luciferase-tagged ELG1 | HEK293T ELG1-luciferase reporter, luminescence, 16 h | Potency, µM (titrated, usually from 46 µM), inactives show at the highest dose activity change, positive = activation, actives largely listed as activators | 330,000 compounds, 1.3% hits; further: potency means the concentration at half of the fitted maximal effect; % of control where 0% means no effect; nearly all actives have a fitted effect of over 60% in size
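Genotoxicity was scored as increased ELG1-luciferase reporter signal, measured by ONE-Glo luminescence (30 min, room temperature). Compound or vehicle exposure of the HEK293T reporter cells lasted 16 hr at 37°C.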
TSG101-PTAP inh – qHTS Assay for Iinhibitors of HIV-1 Budding by Blocking the Interaction of PTAP/TSG101 | Fluorescence polarization, FITC-PTAP peptide / Tsg101 binding | Potency, µM (doses to about 115 µM), for the others: at the highest dose activity change, negative = inhibition, usual class: inhibitors | 340,000 tested, under 10 active | AID 493005, 2010; active means well fitted inhibition curve with a large enough effect in the main read-out, with a control signal flat, not every such curve was filed as active; inconclusive means small, poorly fitted or top-dose-only effect, or effect the other way, or a change in a side signal; inactive means no such curve, though single readings can be large or run the other way; further: potency means the concentration at half of the fitted maximal effect; % of control where 0% means no effect
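Compounds were pin-transferred onto Tsg101 binding domain (10 uM final) in HEPES pH 7.5 buffer, then FITC-PTAP peptide was added at 50 nM final. After 20 min at RT, polarization reported peptide displacement across a qHTS concentration series.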
TRPV1 ag – HTS Assay for Compounds that Act as Agonists of the Vanilloid Receptor 1; TRPV1-expressing cells, Fluo-8 calcium influx, agonist mode; 320,000 compounds, 0.19% hits; Transient receptor potential cation channel subfamily V member 1 (Homo sapiens), Q8NER1; activation, % at 8.33 µM; in the data active means activation above about 80%; inconclusive means between about 30% and that limit; further: 0% is about no effect
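Fluo-8 calcium influx in TRPV1-expressing cells, kinetic read (ex 480/em 520 nm). Compound added and read 3 min for agonist activity, followed by capsaicin at EC20 final and 2 min further read for enhancement.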
S-ASM inh – Inhibitors of Secretory Acid Sphingomyelinase (S-ASM): qHTS; Sphingomyelin phosphodiesterase (Homo sapiens), P17405; placental ASM, HMU-PC fluorogenic substrate, 60 min; Potency, µM (series often up to 57.5 µM), without a hit: at the top dose activity change, negative = inhibition, most hits filed as inhibitors; 340,000 compounds, 0.006% hits; AID 504937, 2011; further: potency means the concentration at half of the fitted maximal effect
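qHTS format. ASM enzyme prepared from human placenta hydrolyses the fluorogenic substrate HMU-PC0 (9 uM final) over 60 min at 37 °C after a 10 min compound preincubation.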
B2AR arrestin – qHTS assay of beta-arrestin-biased ligands of beta2-adrenergic receptor; Beta-2 adrenergic receptor (Homo sapiens), P07550; beta-arrestin recruitment to beta2AR, cell-based reporter; Potency, µM (top dose mostly 46.1 µM), without a hit: at the top dose activation, usual class: activators; 330,000 compounds, 0.02% hits;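 further: potency means the concentration at half of the fitted maximal effect; 0% = DMSO controls and full agonism = EC100 isoproterenol or metaproterenol; nearly all actives have a fitted effect of over 65% in size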
Target sequence (P07550 whole entry, looked up): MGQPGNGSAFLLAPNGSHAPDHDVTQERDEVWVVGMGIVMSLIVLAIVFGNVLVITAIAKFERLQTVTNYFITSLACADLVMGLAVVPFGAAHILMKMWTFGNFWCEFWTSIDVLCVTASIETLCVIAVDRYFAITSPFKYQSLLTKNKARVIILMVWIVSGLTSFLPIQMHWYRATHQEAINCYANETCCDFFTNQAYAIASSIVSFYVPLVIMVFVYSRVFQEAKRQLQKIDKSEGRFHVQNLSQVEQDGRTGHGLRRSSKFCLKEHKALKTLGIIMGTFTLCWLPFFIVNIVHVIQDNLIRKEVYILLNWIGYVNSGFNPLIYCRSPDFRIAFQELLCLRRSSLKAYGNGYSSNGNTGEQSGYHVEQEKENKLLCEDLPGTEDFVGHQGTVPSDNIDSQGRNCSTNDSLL
* marks the source's active call; other numbers are inactive results; ? = inconclusive; · = no result given; [ ] = remark or other dose. Unless noted, the call rests on the fitted dose curve; in most records, active means well fitted curve in the direction sought with a large enough effect; inconclusive means small, poorly fitted or top-dose-only effect, or another doubt; inactive means no such curve, though single readings can be large; an effect the other way counts as inactive or inconclusive.

SMILES	p53 reactivator	uPA generation	Eya2 phos inh	BRCA1 expr act	Integrin act MD	USP2a inh	ELG1 genotox	TSG101-PTAP inh	TRPV1 ag	S-ASM inh	B2AR arrestin
CCOC(=O)N1CCN(C(=O)/C=C/c2cccc([N+](=O)[O-])c2)CC1	7%	-2%	4%	-2%	2%	3%	0%	0%	1	-3%	0.1%
COc1ccc(-n2ccnc2)cc1	1%	-1%	8%	8%	20%	14%	-2%	-3%	-3	3%	-0.4%
CC1CC(C)CN(CCOCCSc2ccc(Cl)cc2)C1 (centres undefined)	-4%	-3%	3%	-26%	-21%	2%	-15%	3%	7	0%	-0.3%
CSc1ccccc1NC(=O)CN(C)C(=O)c1cccc(S(=O)(=O)N(C)C)c1	-1%	3%	4%	-20%	15%	1%	-3%	0%	7	0%	0.1%
CC(C)CC(OC(=O)CC1Sc2ccccc2NC1=O)C(=O)NC1CCCC1 (centres undefined)	-1%	5%	0%	0%	?	0%	-8%	0%	25	3%	0.2%
O=C(NC1CC1)C1CCN(c2ccc(S(=O)(=O)N3CCOCC3)cc2)CC1	9%	4%	6%	0%	-1%	4%	0%	·	11	-1%	0.4%
O=C(Nc1ccc(S(=O)(=O)N2CCCCC2)cc1)c1ccncc1	-1%	-3%	-1%	-30%	10%	1%	0%	0%	?	6%	-0.2%
COc1ccc(NS(=O)(=O)c2cccc(Cl)c2Cl)cc1S(=O)(=O)N1CCCCC1	4%	-15%	3%	-20%	-7%	4%	-2%	-3%	5	0%	4.7%
CCCCSc1nnc(CCC)n1N	-2%	4%	-17%	9%	17%	1%	-1%	0%	0	4%	-0.2%
O=C1C2C3CCC(C3)C2C(=O)N1c1ccc2ccccc2c1 (centres undefined)	·	0%	11%	13%	-3%	1%	2%	-2%	1	-1%	0.5%
CC(C)CN1C(=O)NC(NC(=O)c2ccco2)(C(F)(F)F)C1=O (centres undefined)	-2%	7%	-6%	3%	-5%	0%	2%	0%	0	-1%	-1.4%
O=C(Nc1ccc(N2CCCC2)cc1)c1ccc2ccccc2c1	?	5%	1%	?	20%	-1%	?	1%	7	-2%	-1.1%
CCCOc1ccc(C(C)=O)cc1Cc1c(O)nc(SC)[nH]c1=O	·	2%	-22%	3%	25%	-1%	-5%	0%	0	3%	0.5%
O=C(CN1CCN(Cc2ccccc2)CC1)N=Nc1c(O)[nH]c2ccccc12	6%	4%	-9%	-23%	-18%	5%	-1%	0%	-1	-2%	-1.1%
O=C(N/N=C\c1ccc(-c2ccccc2[N+](=O)[O-])o1)C1COc2cc3ccccc3cc2O1 (centres undefined)	0%	-5%	3%	-34%	-18%	-2%	-5%	-1%	2	-22%	-2.9%
C[C@H]1COC(=O)[C@@H](CC(=O)OC(C)(C)C)C/C=C\C[C@@H](CC(=O)N(CCO)Cc2ccccc2)C(=O)N1	2%	-11%	7%	3%	15%	0%	0%	·	·	-5%	0.1%
COc1ccc(N2CCN(CCNC(=O)CCC(=O)NNc3nc4ccccc4c4nc(C)nn34)CC2)cc1	3%	7%	-10%	13%	-13%	2%	-1%	-3%	-1	-1%	0.2%
CC(C)[C@H](CO)Nc1nc(NCc2ccc(S(N)(=O)=O)cc2)c2ncn(C(C)C)c2n1	21%	8%	20%	-75%[inhibitor]	28%	-4%	-7%	-4%	-5	9%	-1.0%
COc1ccc(OC)c(CNc2ncc(-c3ccc(F)cc3)n2C)c1	3%	-5%	0%	31%	-12%	0%	-4%	-4%	-9	1%	-0.5%
Cc1cccc(NC(=O)c2ccc(C)c(S(=O)(=O)N3CCCCC3)c2)n1	29%	-13%	1%	34%	12%	-2%	?	3%	?	-3%	-0.2%
CCC(=O)C1=C(O)C(c2cccc(Oc3ccccc3)c2)CCC1=O (centres undefined)	-1%	-1%	16%	-21%	9%	0%	-5%	-3%	2	-2%	-0.2%
COCCN(C(=S)Nc1ccc(OC)cc1)C1CCN(C(C)C)CC1	10%	8%	-4%	5%	-9%	-5%	1%	-2%	-1	6%	-0.2%
CC1=C(C(N)=O)C(c2ccccc2F)NC(=O)N1 (centres undefined)	-3%	-5%	-16%	-1%	9%	0%	2%	-1%	1	5%	-0.1%
COCCN(C(=O)Cn1nnc2ccccc21)C(C(=O)NC1CCCC1)c1cc(OC)ccc1OC (centres undefined)	?	-5%	10%	-3%	0%	0%	-8%	16%	9	2%	2.8%
COc1cc(O)cc2c1[C@@H]1Oc3c(ccc(O)c3CC=C(C)C)[C@@H]1CO2	·	13%	·	-27%	-16%	·	·	-3%	·	-5%	·
COC(=O)CCC(C(=O)CN1C(=O)c2ccccc2C1=O)N1C(=O)c2ccccc2C1=O (centres undefined)	·	7%	·	2%	22%	·	·	-1%	·	5%	·
CC1(c2ccc(NC(=O)c3ccccc3F)cc2)CC1(Cl)Cl (centres undefined)	·	-29%	3%	106%	15%	5%	?	-5%	?	-2%	0.4%
Cc1ccccc1Nc1nc(Cl)c(C=O)s1	24%	-4%	-13%	-13%	-8%	4%	-5%	-2%	0	-2%	0.4%
Cc1ccc(C(=O)c2coc3ccc(O)cc23)cc1	35%	-11%	-2%	?	3%	3%	?	-11%	0	-2%	-0.3%
CCc1ccc2c(Cl)c(C(=O)N/N=C/c3c[nH]c4ccccc34)sc2c1	1%	-14%	0%	-48%	13%	4%	-1%	-2%	-5	-27%	0.3%
CCOc1ccc2[nH]c(=O)c(CN(Cc3ccc(F)cc3)C(=O)N3CCCC3)cc2c1	6%	-4%	8%	0%	15%	4%	-4%	0%	15	18%	0.4%
CC(=O)N1CCN(c2ccc(NC(=S)NC(=O)c3ccc(C)c([N+](=O)[O-])c3)cc2)CC1	-2%	-6%	-1%	-12%	-11%	1%	-6%	0%	4	-2%	-0.8%
CC(=O)Nc1ccccc1-c1nc2ccccc2nc1OCC(=O)c1ccc2ccccc2c1	-2%	8%	-17%	-29%	-19%	2%	-1%	-6%	-6	-1%	0.2%
Cc1cc(/C=C(\C#N)C(=O)O)c(C)n1-c1ccc(Br)cc1	0%	-5%	1%	0%	3%	17%	4%	-5%	5	10%	-0.2%
c1coc(CNC2C3CC4CC(C3)CC2C4)c1 (centres undefined)	-1%	-1%	-9%	28%	23%	7%	0%	-4%	0	2%	0.3%
Cc1cc(C(=O)NN=C2CCCCCC2)c(C)o1	2%	-58%	-3%	11%	-6%	4%	3%	-3%	12	6%	0.0%
CC(=O)c1cccc(NC(=O)CSc2ccc(-c3sc(C)nc3C)nn2)c1	-9%	-7%	6%	-15%	-6%	-2%	-29%	-2%	1	-2%	0.4%
O=C(C1CCCN(CCCc2ccccc2)C1)N1CCCCCC1 (centres undefined)	-6%	-2%	6%	6%	0%	2%	-2%	?	3	0%	-0.1%
CCN1C=C(C(=O)c2ccccc2)C(=O)CC1	·	-9%	·	3%	17%	·	·	1%	·	1%	·
O=C(Nc1ccc(Br)cc1)c1ccc(N2C(=O)C3CC=C(Cl)CC3C2=O)cc1 (centres undefined)	4%	-4%	-3%	-2%	4%	-1%	0%	-4%	0	-2%	-0.1%
COC(=O)CN(c1ccccc1F)S(=O)(=O)c1ccccc1	-3%	-1%	5%	-28%	-5%	-1%	1%	-6%	5	5%	0.0%

Just TRPV1 ag, BRCA1 expr act and USP2a inh, for some of the entries so far:
Molecule | TRPV1 ag | BRCA1 expr act | USP2a inh
O=C(Nc1ccc(Br)cc1)c1ccc(N2C(=O)C3CC=C(Cl)CC3C2=O)cc1 (centres undefined) | 0 | -2% | -1%
COC(=O)CN(c1ccccc1F)S(=O)(=O)c1ccccc1 | 5 | -28% | -1%
